PP5 inh: PP5 (human) phosphatase inhibition | purified PP5c, OMFP substrate fluorescence | inhibition, % at 6.7 µM | actives 0.18% (n = 320,000);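 active means inhibition above the campaign's mean inhibition across all tested compounds plus 3 SD, cut at about 9.5% in these data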;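 further: 0% = DMSO only and 100% = 100 µM cantharidin control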
Target sequence (P53041 whole entry, looked up): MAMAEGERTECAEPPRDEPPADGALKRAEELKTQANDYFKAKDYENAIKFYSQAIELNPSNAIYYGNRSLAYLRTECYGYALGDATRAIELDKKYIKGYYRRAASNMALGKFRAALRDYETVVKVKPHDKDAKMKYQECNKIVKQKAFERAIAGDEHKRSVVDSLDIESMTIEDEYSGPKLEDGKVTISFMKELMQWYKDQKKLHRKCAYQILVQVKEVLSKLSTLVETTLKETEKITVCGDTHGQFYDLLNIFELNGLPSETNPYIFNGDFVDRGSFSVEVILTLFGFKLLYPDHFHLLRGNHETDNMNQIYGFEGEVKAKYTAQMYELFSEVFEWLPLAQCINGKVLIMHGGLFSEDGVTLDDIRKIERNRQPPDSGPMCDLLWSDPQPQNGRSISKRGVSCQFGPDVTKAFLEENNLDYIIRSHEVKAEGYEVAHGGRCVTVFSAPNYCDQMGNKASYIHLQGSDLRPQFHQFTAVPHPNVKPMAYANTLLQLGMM
TPT1 inhibitor: inhibitors of Candida albicans tRNA 2'-phosphotransferase TPT1 | actives 0.81% (n = 300,000) | recombinant caTPT1, FP RNA substrate dephosphorylation | AID 1962 | inhibition, % at 5 µM;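 active means inhibition above the mean of all tested compounds plus 3 SD, set per screening campaign, cut at about 24% in these data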;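 further: plate controls were DMSO alone for no effect and ferristatin control at 100 nM for full effect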
JMJD2C inh: blocks human GASC-1 demethylase activity; inhibition, % at 2.35 µM; actives 0.069% (n = 330,000); GST-JMJD2C(1-420) H3K9me3 demethylation, DELFIA europium;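 active means more than half of a compound's replicate wells show inhibition beyond 50%, single wells judged on their own value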;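 further: signal counts dimethyl H3K9 product captured on neutravidin plate; 0% = median of DMSO wells and 100% = 0.3 times that DMSO median; strong numbers were not always called active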
CR mimetic SO: caloric restriction mimetics inhibiting age-related superoxide in yeast; AID 2690; superoxide response (% of plate mean), % at 10 µM; actives 0.18% (n = 330,000); S. cerevisiae aged cells, superoxide DHE fluorescence; hits give low values;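 active means superoxide response under a set limit, about three screen SD below normal, cut at about 65% in these data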;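 further: yeast aged for seven days with compound at 30 °C before DHE staining; 100% = average MFI of all compound-treated wells on the plate with controls excluded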
PP1 inh: counter-screen for PP5 inhibitors: inhibitors of human PP1-alpha; P62136; purified PP1alpha, OMFP fluorescence; inhibition, % at 6.7 µM; actives 0.9% (n = 320,000); AID 2235;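 active means inhibition above the mean inhibition of all tested compounds plus 3 SD, computed separately for each screening campaign, cut at about 15% in these data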
Target sequence (P62136 whole entry, looked up): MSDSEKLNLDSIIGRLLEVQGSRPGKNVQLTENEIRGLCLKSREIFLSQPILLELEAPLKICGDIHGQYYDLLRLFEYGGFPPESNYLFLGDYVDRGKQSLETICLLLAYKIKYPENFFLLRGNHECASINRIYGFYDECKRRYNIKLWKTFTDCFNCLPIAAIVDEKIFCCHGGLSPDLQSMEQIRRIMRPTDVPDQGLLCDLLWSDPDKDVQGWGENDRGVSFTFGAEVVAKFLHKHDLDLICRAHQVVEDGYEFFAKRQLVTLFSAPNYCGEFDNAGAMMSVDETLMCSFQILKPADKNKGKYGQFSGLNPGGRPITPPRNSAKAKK
CTSL1 counter: cathepsin L1 inhibition, PFM18AAP counter-screen; recombinant F. hepatica cathepsin L1, Z-Leu-Arg-MCA fluorescence; inhibition, % at 5.96 µM; actives 0.49% (n = 300,000);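 active means inhibition above the mean of all tested compounds plus 3 SD, set per screening campaign, cut at about 17% in these data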;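 further: 0% = plate median of test compound wells and 100% = 1 µM Z-Phe-Ala-diazomethylketone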
ZTA counter: counter-screen for EBNA-1 inhibitors: inhibitors of Epstein-Barr virus ZTA; P03206; ZTA-DNA binding, fluorescence polarization; inhibition, % at 11 µM; actives 0.15% (n = 320,000); AID 2234; in the data active means inhibition above about 33%
Target sequence (P03206 whole entry, looked up): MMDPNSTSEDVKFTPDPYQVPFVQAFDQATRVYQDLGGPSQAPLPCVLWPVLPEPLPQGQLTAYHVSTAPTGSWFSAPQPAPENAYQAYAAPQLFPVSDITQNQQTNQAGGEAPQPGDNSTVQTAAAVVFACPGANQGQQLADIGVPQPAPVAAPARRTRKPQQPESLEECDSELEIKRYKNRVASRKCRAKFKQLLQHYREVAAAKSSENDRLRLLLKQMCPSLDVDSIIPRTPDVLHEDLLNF
EBNA-1 inhibitor: blocks EBNA-1 binding to DNA | EBNA-1 DNA binding, fluorescence polarization | inhibition, % at 14.8 µM | actives 0.34% (n = 300,000); in the data active means inhibition above about 28%
core dimer inh: HCV core protein dimerization inhibition. TR-FRET GST/Flag-core106 dimerization, 1536-well. inhibition, % at 5 µM. actives 0.33% (n = 300,000);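 active means inhibition above the mean of all tested compounds plus 3 SD, set per screening campaign, cut at about 45% in these data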
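System – GST-tagged and Flag-tagged HCV core protein residues 1-106 · Repeats – one well for each compound · Technique – TR-FRET 671 and 617 nm emission · Doses – one concentration, 5 µM, in 0.5% DMSO · Times – 4 h, 22.5 °C incubation · Also added – Eu donor and XL665 acceptor anti-tag antibodies · Measure – percent inhibition of core106 dimerization signal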
Starred values were filed as active, the others as inactive; / = no result given. Rows were taken by chance; 3.1% or so of the library scored in one or more.

Every second line gives: PP5 inh | TPT1 inhibitor | JMJD2C inh | CR mimetic SO | PP1 inh | CTSL1 counter | ZTA counter | EBNA-1 inhibitor | core dimer inh
> COc1ccc(/C(O)=C2/C(=O)C(=O)N(c3ccccn3)C2c2ccc(OC)c(OC)c2)cc1 (centres undefined)
    0.7 | 3 | -1 | 107 | 0 | 1 | 0 | -7 | -3
> CCC(=O)Nc1ccc(C(=O)Nc2cc(C)on2)cc1
    3.7 | -2 | -4 | 115 | -1 | 0 | -12 | -6 | -9
> COc1cccc(NC(=O)COc2ccc3c(c2)CCC3)c1
    -3.2 | -6 | -17 | 112 | 0 | 9 | 21 | 6 | 5
> Cc1ccc(-c2nc(NCCN(C)C)c3ccccc3n2)cc1
    -0.6 | -2 | -2 | 98 | -3 | 1 | -7 | -1 | 2
> CCOCCCNC(=O)C(c1ccc(OC)cc1)N(Cc1ccc2c(c1)OCO2)C(=O)CNC(C)=O (centres undefined)
    1.6 | 0 | 13 | 102 | -5 | 5 | -2 | -5 | -3
> Cc1ccc(-n2c3nc(=O)[nH]c(=O)c-3cc3cc([N+](=O)[O-])ccc32)cc1C
    4.5 | -2 | -7 | 118 | 7 | 6 | 14 | 8 | 24
> CC(C)CCN(C)c1ccc(/C=N/n2cnnc2)cc1
    -1.1 | -2 | 1 | 84 | 0 | 3 | 7 | 1 | 1
> CCOc1ccc(C2C(C(=O)c3ccc(C)o3)=C(O)C(=O)N2c2cc(C)on2)cc1OC (centres undefined)
    0.1 | -2 | 18 | 115 | 9 | 0 | -10 | -6 | -5
> CCCC(=O)N(Cc1cc(=O)[nH]c2ccccc12)c1ccccc1OC
    0.7 | -2 | 9 | 87 | 0 | 3 | -5 | 28* | 0
> CCN(CC)C(=O)C1CCCc2c1[nH]c1ccc(Cl)cc21 (centres undefined)
    0.3 | -8 | -4 | 103 | -1 | 2 | 4 | 4 | -1
> COc1ccc(OC)c(NC(=O)CC(NC(C)=O)c2ccccc2)c1 (centres undefined)
    0.1 | -2 | 0 | 100 | 0 | -1 | -21 | -4 | -2
> Cc1ccc(N(C(=O)Cn2nnc(-c3ccc(C)o3)n2)C(C(=O)NC2CCCC2)c2ccncc2)cc1 (centres undefined)
    0.8 | -1 | 6 | 83 | 2 | 0 | -7 | -9 | 1
> O=C1CCC(c2ccccc2)=NN1Cc1c(F)cccc1Cl
    1.1 | -1 | -1 | 99 | 1 | -2 | 0 | -1 | 2
> CCOC(=O)C1=C(COC(=O)C(C)(C)Oc2ccc(Cl)cc2)NC(=O)NC1C (centres undefined)
    0.7 | / | 14 | 86 | -3 | / | 3 | / | /
> COCCOC(=O)C1=C(C)N(c2ccccc2)C(=O)NC1c1cccc([N+](=O)[O-])c1 (centres undefined)
    1.7 | 0 | 4 | 118 | 3 | -2 | 1 | -21 | -8
> CCCc1cc(=O)oc2c3c(cc(OCC(=O)NCc4ccccn4)c12)OC(C)(C)CC3
    -1.9 | 1 | 8 | 107 | -8 | 2 | 7 | 5 | 1
> O=C(/C=C/c1ccc([N+](=O)[O-])cc1)OCc1cnc(-c2ccccc2)o1
    -2.0 | -3 | -6 | 91 | 1 | 2 | 11 | 1 | 5
> CCOC(=O)c1nnn(CC(=O)Nc2cc(Cl)ccc2C)c1C(=O)OCC
    2.9 | -4 | 2 | 108 | -5 | -2 | 1 | 4 | 6
> O=C(CCCn1c(=S)[nH]c2ccc(Br)cc2c1=O)NCC1CCCO1 (centres undefined)
    -0.7 | 0 | 5 | 134 | 0 | 0 | 10 | 9 | 0
> O=S(=O)(Nc1nc2c(s1)CCCC2)c1ccc(F)cc1
    0.9 | 1 | 3 | 98 | 2 | 0 | 2 | -7 | 4
> Cc1[nH]n(C(N)=S)c(=O)c1N=Nc1ccc(Br)cc1
    2.3 | 1 | -1 | 100 | -1 | 11 | 6 | 11 | -10
> COc1ccc(OC)c(C2=NS(=O)(=O)N(C)C(C(=O)Nc3ccc(C(C)=O)cc3)=C2)c1
    2.5 | -5 | -2 | 98 | -1 | 3 | 0 | 1 | 7
> CCOc1ccccc1C(=O)Nc1ccc(C(=O)c2ccccc2)cc1
    -0.7 | -5 | -2 | 99 | -2 | 4 | -6 | 6 | -1
> CCCSC(=S)c1c(C)[nH]n(-c2ccccc2)c1=O
    2.8 | -5 | -5 | 124 | -3 | 2 | -2 | -7 | -7
> Cn1cccc1C(C#N)c1ccccc1C#N (centres undefined)
    2.3 | -3 | 9 | 115 | -3 | -3 | 6 | -7 | -2
> COc1ccccc1CN1CC(C(=O)N(C)CCOc2ccccc2)CCC1=O (centres undefined)
    1.7 | 0 | 4 | 111 | -3 | -3 | -2 | -13 | -8
> COc1cc(OC)cc(C(=O)Nc2ccc([N+](=O)[O-])cn2)c1
    -0.3 | -4 | -6 | 93 | 0 | 4 | -7 | 6 | -3
> CC(=O)Nc1ccc(N2CCCCC2)cc1
    1.6 | -2 | 34 | 85 | 0 | 1 | -16 | 3 | -4
> Cc1cc(C)cc(NC(=S)NN)c1
    -0.5 | -2 | / | 107 | 0 | -1 | 1 | -8 | 2
> CCn1cc(-c2cc(C(=O)O)c3ccccc3n2)cn1
    1.0 | -5 | 0 | 95 | -1 | -1 | 11 | -6 | 1
> C=CCSc1nnnn1-c1ccc(OC)cc1
    -3.0 | 1 | -7 | 88 | -2 | 0 | 7 | 0 | 5
> COCCOC(=O)C1=C(C)Nc2ncnn2C1c1ccc(F)cc1 (centres undefined)
    1.3 | 0 | 5 | 102 | 1 | -2 | 2 | 0 | -9
> Nc1nonc1-n1nnc(C(=O)N/N=C/c2ccccc2Cl)c1CN1CCOCC1
    1.7 | -1 | -6 | 106 | 0 | -1 | -7 | -6 | -11
> O=C(CN(c1ccccc1F)S(=O)(=O)c1ccccc1)N1CCCCCC1
    -1.4 | -3 | -1 | 114 | -3 | 0 | 8 | 5 | 0
> CC1CC(=O)C=C(O)C1C(=O)OC(C)(C)C (centres undefined)
    4.5 | -3 | -3 | 102 | -4 | -1 | 5 | -4 | -1
> CN1CCN(CCC(=O)N/N=C/c2cc3c(cc2[N+](=O)[O-])OCO3)CC1
    4.5 | -1 | 6 | 94 | -1 | -4 | -20 | -4 | -3
> CCN(CC(=O)NCc1cccs1)C(=O)C1CC(=O)N(c2ccc(OC)cc2OC)C1 (centres undefined)
    -0.3 | 0 | -41 | 87 | -5 | 1 | 1 | 5 | 1
> N[C@@H](Cc1ccc(O)cc1)c1nnc([C@H](CCC(=O)O)NC(=O)C2CCNCC2)o1
    4.0 | 3 | 4 | / | -7 | -4 | 2 | 0 | 2
> O=C1CSC(c2ccc(Cl)cc2)N1c1cccnc1 (centres undefined)
    -0.2 | -2 | -2 | 97 | -2 | 2 | -3 | 2 | -4
> COc1cc2c(C)nc(C)c(C#N)c2cc1OC
    2.4 | 1 | -16 | 87 | -4 | -4 | -8 | 5 | 2
> COc1ccccc1NC(=O)Nc1ccc(CC#N)cc1
    1.9 | 0 | -7 | 104 | -3 | 5 | 8 | -9 | 4
> Cc1cccc(OCC(=O)NC(Cc2ccccc2)C(=O)O)c1 (centres undefined)
    -4.6 | -1 | -4 | 90 | -4 | 2 | -27 | -12 | -13
> O=C(Nc1ccc(Br)cc1)NC1CCCCCCC1
    1.4 | -2 | -20 | 98 | 3 | 0 | -10 | 6 | 3
> COc1ccc(/C=c2\sc3nc(-c4ccccc4OC)nn3c2=O)c(OC)c1
    3.0 | 2 | -4 | 108 | -4 | 6 | -18 | -12 | -3
> COc1cnc(-c2ccccn2)nc1Sc1cccc(Cl)c1
    8.3 | 0 | -11 | 90 | 33* | 5 | -7 | -11 | 2
> CC(=O)Nc1ccc(S(=O)(=O)NCC(=O)OCC(=O)N2CCc3ccccc32)cc1
    -4.0 | -10 | -2 | 111 | 3 | -6 | -10 | 0 | 32
> COc1ccc(CSC(=N)N)cc1[N+](=O)[O-]
    0.4 | 1 | 12 | 95 | -6 | 6 | 2 | -7 | -1
> CN(C)c1ccc(/C=N/N=C2/NC(=O)/C(=C/c3ccc([N+](=O)[O-])cc3)S2)cc1
    2.1 | 44* | / | 100 | -1 | 4 | 1 | 13 | 32
> NNC(=O)c1sc(-c2ccc(Cl)cc2)cc1N
    1.6 | 19 | 5 | 96 | 5 | -1 | -9 | -9 | -1
> COc1ccc(CNC(=O)C2CCN(C(=O)c3ccco3)CC2)cc1
    1.9 | -1 | 0 | 91 | 8 | 2 | 8 | 1 | 7
> O=C(C1Cc2ccccc2CN1C(=O)c1ccccc1)N1CCN(c2ccccc2)CC1 (centres undefined)
    1.0 | -2 | -4 | 99 | 3 | 14 | -13 | -12 | 4
> CCN(CC)CCNC(=O)C1CCC(=O)N(c2ccc(OC)cc2)C1c1ccc(F)cc1 (centres undefined)
    0.2 | -6 | 2 | 76 | 0 | 3 | -6 | 9 | 4
> COC(=O)c1ccc(NC(=O)Cn2nc(C)c3ccccc3c2=O)cc1
    -0.9 | -4 | 1 | 97 | 2 | -4 | -1 | 11 | 6
> Cc1cc(C)cc(NC(=O)CN(Cc2ccccc2)S(C)(=O)=O)c1
    2.2 | -4 | -12 | 93 | -6 | 6 | -7 | -3 | -16
> CCC(C)C(=O)N1CCCC(c2nc(-c3cccs3)no2)C1 (centres undefined)
    -0.4 | -7 | 24 | 100 | 1 | 0 | 6 | -3 | 2
> COC(=O)CSc1nc2c(c(=O)n(C)c(=O)n2C)n1CCCc1ccccc1
    0.2 | 2 | -2 | 92 | -7 | 0 | -3 | 3 | 2
> Cc1c(Cl)cccc1NC(=O)CCC(=O)N/N=C/c1ccc[nH]1
    0.7 | 1 | -15 | 80 | -1 | -1 | 1 | -7 | -1
> CNC(=O)CCn1nc(-c2ccccc2)c2ccccc2c1=O
    0.5 | 2 | 0 | 107 | -1 | -2 | 8 | 2 | 2
> O=C(CC1Oc2ccccc2NC1=O)NCCCN1CCOCC1 (centres undefined)
    1.5 | -3 | 17 | 102 | -1 | -2 | -28 | 3 | -5
> Cc1nc(NC(=O)c2ccc(Cl)cc2)sc1-c1csc(Nc2cccc(F)c2)n1
    3.3 | 13 | 2 | 109 | 9 | -2 | 13 | -5 | -49
> COc1cccc(/C=C/C(=O)NCc2cn3cc(Cl)ccc3n2)c1OC
    -2.2 | 0 | -2 | 98 | 1 | -2 | 14 | 7 | 3

A draw from above in order of SMILES length, descending:
Every second line gives: PP5 inh | TPT1 inhibitor | JMJD2C inh | CR mimetic SO | PP1 inh | CTSL1 counter | ZTA counter | EBNA-1 inhibitor | core dimer inh
> COc1ccc(/C(O)=C2/C(=O)C(=O)N(c3ccccn3)C2c2ccc(OC)c(OC)c2)cc1 (centres undefined)
    0.7 | 3 | -1 | 107 | 0 | 1 | 0 | -7 | -3
> N[C@@H](Cc1ccc(O)cc1)c1nnc([C@H](CCC(=O)O)NC(=O)C2CCNCC2)o1
    4.0 | 3 | 4 | / | -7 | -4 | 2 | 0 | 2
> CCOc1ccc(C2C(C(=O)c3ccc(C)o3)=C(O)C(=O)N2c2cc(C)on2)cc1OC (centres undefined)
    0.1 | -2 | 18 | 115 | 9 | 0 | -10 | -6 | -5
> O=C(/C=C/c1ccc([N+](=O)[O-])cc1)OCc1cnc(-c2ccccc2)o1
    -2.0 | -3 | -6 | 91 | 1 | 2 | 11 | 1 | 5
> CCCC(=O)N(Cc1cc(=O)[nH]c2ccccc12)c1ccccc1OC
    0.7 | -2 | 9 | 87 | 0 | 3 | -5 | 28* | 0
> CNC(=O)CCn1nc(-c2ccccc2)c2ccccc2c1=O
    0.5 | 2 | 0 | 107 | -1 | -2 | 8 | 2 | 2
> O=C(CC1Oc2ccccc2NC1=O)NCCCN1CCOCC1 (centres undefined)
    1.5 | -3 | 17 | 102 | -1 | -2 | -28 | 3 | -5
> COc1ccccc1NC(=O)Nc1ccc(CC#N)cc1
    1.9 | 0 | -7 | 104 | -3 | 5 | 8 | -9 | 4
> C=CCSc1nnnn1-c1ccc(OC)cc1
    -3.0 | 1 | -7 | 88 | -2 | 0 | 7 | 0 | 5

Screening results: PubChem BioAssay, several laboratories
